Source: PubChem (The Scripps Research Institute Molecular Screening Center)
TAAR1 antag: antagonists of human TAAR1 | Q96RJ0 | CHO RD-HGA16 TAAR1, Fluo-8 calcium fluorescence, antagonist | inhibition, % at 3 µM | hit rate 1.5% among 360,000;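 active = inhibition above a per-plate cutoff, the mean inhibition of test compounds on that plate plus 3 SD, cut at about 49% in these data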;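 note: 0% = DMSO plus EC80 beta-PEA response and 100% = DMSO alone without agonist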
Target sequence (Q96RJ0 whole entry, looked up): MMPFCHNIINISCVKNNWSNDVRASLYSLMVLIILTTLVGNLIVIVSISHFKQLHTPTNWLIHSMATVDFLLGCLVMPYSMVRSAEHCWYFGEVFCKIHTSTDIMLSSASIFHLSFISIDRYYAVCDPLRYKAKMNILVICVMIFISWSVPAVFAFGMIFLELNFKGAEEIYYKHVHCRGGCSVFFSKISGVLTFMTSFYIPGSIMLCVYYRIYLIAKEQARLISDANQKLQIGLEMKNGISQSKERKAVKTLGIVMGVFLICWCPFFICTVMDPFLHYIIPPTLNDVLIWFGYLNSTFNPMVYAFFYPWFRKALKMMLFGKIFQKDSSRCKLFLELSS
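Test system: CHO RD-HGA16 cells bearing hTAAR1 | Reagent: β-PEA, EC80 | Compound dosing: 3 µM, single point | Schedule: Dye loading 75 min at 37 °C, then 30 min room temperature | Signal: Calcium fluorescence with Fluo-8 | Evaluation: Percent inhibition of PEA-evoked calcium signal, max/basal emission ratio | Control set: DMSO-only wells and EC80 β-PEA-stimulated wells | Repeats: Singlicate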
CHO-K1 Ca ag: nonselective activator or artifact in parental CHO-K1 cells. Fluo-8 calcium fluorescence; scaled to maximal ATP response, vehicle zero. activation, % at 3 µM. hit rate 0.48% among 360,000. AID 602248; in the data active = activation above about 15%;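 note: untransfected CHO-K1 host cells lacking M1 receptor as counterscreen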
CHRM1 agonist: agonists of human M1 muscarinic receptor; P11229; CHO-K1 hM1, Fluo-8 calcium fluorescence, agonist mode; 0% DMSO, 100% acetylcholine EC100; activation, % at 3 µM; hit rate 0.33% among 360,000; AID 588814;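 active = activation above the run's mean compound activation plus 3 SD, cut at about 16% in these data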;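 note: peak over basal fluorescence ratio within a 140 s kinetic read after compound addition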
CHO-K1 Ca antag: counter-screen for M1 antagonists: effect in parental CHO-K1 cells; inhibition, % at 3 µM; AID 602250; ATP-induced calcium, Fluo-8 fluorescence; hit rate 0.6% among 360,000;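 active = inhibition above a per-plate cutoff, the plate's mean sample inhibition plus 3 SD, cut at about 24% in these data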;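 note: 0% = DMSO plus EC80 ATP and 100% = DMSO alone without ATP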
OXTR potentiate: potentiators of human oxytocin receptor. AID 2445. P30559. hit rate 0.061% among 320,000. activation, % at 3 µM. CHO-OTR cells, Fluo-8 calcium fluorescence, potentiator mode; 0% = oxytocin EC15, 100% = EC100;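 active = activation above that plate's cutoff, the mean activation of tested compounds plus 3 SD, cut at about 6.6% in these data, passing the limit was not always enough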;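 note: 100% uses oxytocin at 75 nM as the full agonist control; some results filed as inactive read as strong as hits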
Target sequence (P30559 whole entry, looked up): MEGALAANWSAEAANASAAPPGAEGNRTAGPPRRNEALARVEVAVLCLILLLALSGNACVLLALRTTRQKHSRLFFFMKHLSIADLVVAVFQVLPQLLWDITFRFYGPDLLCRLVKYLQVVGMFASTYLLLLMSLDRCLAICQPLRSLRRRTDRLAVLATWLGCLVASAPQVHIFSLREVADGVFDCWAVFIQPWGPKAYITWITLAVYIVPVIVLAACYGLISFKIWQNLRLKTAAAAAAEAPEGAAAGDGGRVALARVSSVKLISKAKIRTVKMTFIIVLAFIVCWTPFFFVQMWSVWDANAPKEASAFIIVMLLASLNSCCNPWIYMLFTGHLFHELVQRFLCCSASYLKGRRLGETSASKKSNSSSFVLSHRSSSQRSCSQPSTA
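Material: CHO-OTR cells, human receptor; compound dosing: single dose, 3.0 µM nominal final compound concentration; schedule: 6 min compound pre-incubation at room temperature, 100 s kinetic read; measured by: kinetic Fluo-8 calcium fluorescence; read-out basis: % activation vs EC15 and EC100 oxytocin; controls: EC15 oxytocin alone as 0%, 75 nM oxytocin as 100%; replicates: singlicate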
TAAR1 agonist: human TAAR1 agonism | Q96RJ0 | CHO RD-HGA16 TAAR1, Fluo-8 calcium fluorescence; vehicle wells 0%, saturating PEA agonist 100% | activation, % at 3 µM | hit rate 0.99% among 360,000;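 active = activation above the mean activation of all test compounds in the run plus 3 SD, cut at about 38% in these data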
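Assay system: CHO-derived RD-HGA16 cells with stable Gα16 and human TAAR1; timing: 17-24 h seeding, 75 min 37 °C dye, 30 min RT; read-out: % activation from peak over basal fluorescence ratio, DMSO-to-PEA scaled; measured by: kinetic Fluo-8 calcium fluorescence; benchmarks: low control DMSO, high control PEA (EC100); doses: 3 µM single concentration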
CHO parental Ca: counter-screen: ATP calcium response change in parental CHO cells; parental CHO-K1, ATP-induced calcium, Fluo-8 fluorescence; inhibition, % at 5.6 µM; hit rate 0.63% among 330,000; AID 463079;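 active = inhibition above that plate's mean sample inhibition plus 3 SD, cut at about 26% in these data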;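 note: 0% = ATP-challenged DMSO wells and 100% = DMSO wells without ATP; some compounds past the cut are filed as inactive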
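material = parental CHO cells | also added = ATP as calcium-mobilizing challenge | dosing = single point at 5.6 µM | detection = intracellular calcium via Fluo-8 no-wash fluorescent dye | read-out = % inhibition | benchmarks = low control ATP plus DMSO, high control DMSO only | repeats = one well per compound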
M1 PAM parental: M1 PAM counterscreen hit in parental CHO-K1 cells. ATP EC20, Fluo-8 calcium fluorescence; 0% at ATP EC20, 100% at ATP max. AID 602247. activation, % at 3 µM. hit rate 0.02% among 360,000;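 active = activation above the run cutoff, the mean activation of all test compounds plus 3 SD, cut at about 40% in these data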;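 note: peak over basal fluorescence ratio in a 140 s read after ATP addition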
CHRM1 antagonist: human CHRM1 antagonism; inhibition, % at 3 µM; hit rate 1.3% among 360,000; P11229; AID 588852; CHO-K1 hM1, Fluo-8 calcium fluorescence, ACh EC80 antagonist;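 active = percent inhibition above its own plate's cutoff, namely the mean of that plate's compound wells plus 3 SD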;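 note: peak over basal fluorescence ratio during 140 s after agonist addition; 0% = ACh EC80 plus DMSO and 100% = DMSO alone without agonist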
The depositor's hits bear a star; . = no result given. Random draw from the library. Share with any hit: about 4.2%.

no.	mol	TAAR1 antag	CHO-K1 Ca ag	CHRM1 agonist	CHO-K1 Ca antag	OXTR potentiate
1	CCOc1ccc(C2C(C(=O)c3ccc(C)o3)=C(O)C(=O)N2CCN2CCOCC2)cc1OC (stereo not given)	-16	-0.1	-3	-4	-5
2	CCOc1cc2[nH]c(=S)n(CCC(=O)N3CCc4ccccc4C3)c(=O)c2cc1OCC	7	0.1	-5	-7	-1
3	O=C(NCc1ccco1)C1CCC(N2C(=O)c3ccccc3C2=O)CC1 (stereo not given)	3	0.1	7	-18	5
4	COCCn1c(SCC(=O)c2ccc(CNC(C)=O)o2)nc2ccccc2c1=O	3	1.2	-3	-3	0
5	Cc1ccc(OCc2nnc(SCc3ccc(C#N)cc3)n2-c2ccc(C)cc2)cc1	7	0.1	-5	11	-11
6	O=C(CCCOc1ccccc1)NC(=S)Nc1ccccc1	15	-0.1	-6	-11	-9
7	Cc1ccc(C(O)c2ccc(-n3ccnc3)cc2)cc1 (stereo not given)	-13	8.5	1	-5	-16
8	O=C(Cn1c(=O)c2cccn2c2ccc(F)cc21)N1CCN(c2ccc(F)cc2)CC1	-2	0.2	-3	8	-9
9	C=CCn1c(SCC(=O)N2CCOCC2)nc2scc(-c3ccco3)c2c1=O	.	-0.4	-6	7	-2
10	Cc1cccc2c1N(C(=O)CN1C(=O)c3ccccc3C1=O)C(C)(C)c1ssc(=S)c1-2	31	2.1	-12	-9	-12
11	Cc1ccc2nc(-c3ccccc3)cn2c1	-25	-0.8	-3	-2	-13
12	CCn1cc(CN2CCCC(C(=O)Nc3cccc(-n4cccn4)c3)C2)cn1 (stereo not given)	-9	2.1	-8	-12	.

no.	TAAR1 agonist	CHO parental Ca	M1 PAM parental	CHRM1 antagonist
1	4	-7	5	-4
2	5	-17	16	-6
3	2	-28	5	-18
4	16	-17	17	-14
5	0	-16	-7	6
6	1	0	9	6
7	5	-9	-7	-5
8	7	-19	-5	1
9	.	-18	-3	2
10	0	-17	30	6
11	1	1	10	-6
12	0	.	21	-7

Following part
no.	mol	TAAR1 antag	CHO-K1 Ca ag	CHRM1 agonist	CHO-K1 Ca antag	OXTR potentiate
13	CC[n+]1c(/C=C/c2cc([N+](=O)[O-])ccc2O)ccc2ccccc21	-3	0.1	-9	24*	-5
14	COc1ccc(C(C)=O)cc1CN1C(=O)NC2(CCCCCCC2)C1=O	0	1.4	-11	-8	-12
15	CC1CCN(C(=O)COC(=O)/C=C/c2ccco2)CC1	16	-0.2	-3	-28	-3
16	Cc1cc(C)c2c(N)c(C(=O)N3CCc4ccccc4C3)sc2n1	-17	0.6	-5	-20	2
17	CCCc1cc(=O)oc2c(C)c(OCC(=O)NCCCN3CCOCC3)ccc12	-17	0.4	-5	-13	-8
18	CCc1ccc(NC(=O)C(=O)NCCN2CCN(Cc3ccc([N+](=O)[O-])cc3)CC2)cc1	-6	3.4	1	-1	-14
19	Cc1cccc(CNc2ncnc3ccc(-c4ccoc4)cc23)c1	-22	-0.4	-6	-12	2
20	O=C(NNc1ccccc1Cl)C(O)(c1cccc(C(F)(F)F)c1)c1cccc(C(F)(F)F)c1	35	4.6	-8	0	-7
21	CC(Oc1ccccc1)C(=O)N1CCN(c2ccc(N3CCCCCC3)nn2)CC1 (stereo not given)	-8	-0.1	-8	11	1
22	CSCc1ccc(C(=O)N2CCCC(Nc3ccc(F)cc3)C2)o1 (stereo not given)	-29	0.6	-5	-5	3
23	CCOC(=O)C1=C(C(C)=O)C(c2cccnc2)C(C#N)=C(N)O1 (stereo not given)	-14	0.1	-1	-7	-6
24	Fc1cccc(CCN2CCN=C2Nc2ccccc2)c1	9	1.6	-8	-1	0

no.	TAAR1 agonist	CHO parental Ca	M1 PAM parental	CHRM1 antagonist
13	7	-11	-6	20
14	7	-15	17	-8
15	7	-10	15	-4
16	12	-19	31	-10
17	1	-37	8	1
18	2	-24	1	14
19	2	-24	5	1
20	3	-16	14	13
21	-1	-14	-25	5
22	0	-15	12	-13
23	3	9	8	-1
24	23	0	-6	12

Remaining list, next part:
no.	mol	TAAR1 antag	CHO-K1 Ca ag	CHRM1 agonist	CHO-K1 Ca antag	OXTR potentiate
25	CC1(C)CC(=O)C(C=NCc2cccnc2)=C(O)C1	0	0.0	-2	6	-6
26	COC(=O)[C@H](Cc1ccccc1)[C@@H](C)OS(N)(=O)=O	4	1.0	-3	1	-12
27	CCCNC(=O)C1(C)CCN(C(=O)c2ccc3sccc3c2)C1 (stereo not given)	-15	0.5	-2	-5	.
28	COc1cc2nnn(-c3ccncc3)c2cc1OC	-7	0.3	-3	-17	.
29	Cc1ccc(NC(=O)Cn2c(-c3ccc(F)cc3)cnc2SCC(=O)Nc2c(C)cccc2C)cc1	-17	0.1	-6	-8	-1
30	COC(=O)CCN(C(=O)c1ccc(N2CCCCC2)c([N+](=O)[O-])c1)c1ccccn1	4	20*	-6	7	-21
31	CCCCN(CC)C(=O)c1n[nH]c(=O)c2ccccc12	2	2.8	-3	-1	-4
32	CCOC(=O)C1CCN(C(=O)CSc2nc(N)cc(=O)[nH]2)CC1	2	-0.3	8	-7	3
33	Cc1cc(C(=O)Nc2cnn(Cc3ccc(Cl)cc3Cl)c2)no1	17	1.0	-5	-4	-4
34	O=C(OC(C(=O)Nc1ccc(Cl)cc1C(F)(F)F)c1ccccc1)c1c(Cl)cccc1Cl (stereo not given)	-24	-0.1	-5	11	-5
35	CCOc1ccc(C(=O)CSc2nnc(N)s2)cc1	-8	0.2	-6	-16	-3
36	O=C(NCc1cccc(Br)c1)c1cc(-c2ccccc2)nn1CC1CC(c2cccc([N+](=O)[O-])c2)=NO1 (stereo not given)	25	1.2	-1	-10	-4

no.	TAAR1 agonist	CHO parental Ca	M1 PAM parental	CHRM1 antagonist
25	2	-6	9	13
26	6	-10	6	-4
27	1	.	14	-5
28	0	.	17	-18
29	6	-19	17	-13
30	1	4	10	-5
31	1	-15	5	-10
32	4	1	3	3
33	17	-17	-4	0
34	1	-32	-6	-4
35	2	-8	19	-9
36	5	-7	20	2

2 of the compounds above, in transposed form:
(29) Cc1ccc(NC(=O)Cn2c(-c3ccc(F)cc3)cnc2SCC(=O)Nc2c(C)cccc2C)cc1
(30) COC(=O)CCN(C(=O)c1ccc(N2CCCCC2)c([N+](=O)[O-])c1)c1ccccn1
Assay by compound,29,30
TAAR1 antag,-17,4
CHO-K1 Ca ag,0.1,20*
CHRM1 agonist,-6,-6
CHO-K1 Ca antag,-8,7
OXTR potentiate,-1,-21
TAAR1 agonist,6,1
CHO parental Ca,-19,4
M1 PAM parental,17,10
CHRM1 antagonist,-13,-5

The listing continues:
no.	mol	TAAR1 antag	CHO-K1 Ca ag	CHRM1 agonist	CHO-K1 Ca antag	OXTR potentiate
37	O=S(=O)(CCc1nc2ccccc2s1)c1ccc2ccccc2c1	-11	0.1	-3	14	6
38	COc1ccc(NS(=O)(=O)c2cn(C)nc2C)cc1	-30	0.3	-5	6	-7
39	O=C(Cc1c(F)cccc1Cl)Nc1nc2ccccc2s1	2	3.7	-4	-14	-20
40	COc1cccc(C2=NOC(C(=O)Nc3cccnc3)C2)c1 (stereo not given)	2	4.4	-3	-8	-9
41	Cc1ccc(NS(=O)(=O)c2cc(C(=O)NCc3ccncc3)ccc2C)cc1	-8	1.8	-4	-4	.
42	CCC(=O)N(CCc1ccc(OC)c(OC)c1)Cc1cc2ccc(C)cc2n2nnnc12	-5	0.6	-5	-4	-2
43	COc1ccc(NC(=O)N2CCCC2C(=O)NCCc2ccccc2)cc1 (stereo not given)	12	-0.5	-2	-7	.
44	CC(C)(C)OC(=O)N1CCN(C(=O)c2[nH]cnc2C(=O)Nc2ccon2)CC1	15	0.0	-2	2	-5
45	O=C(CCC(=O)Nc1ccc(Cl)cc1)N/N=C/c1ccc2c(c1)OCO2	6	1.4	-3	-17	-9
46	O=C(O)COc1ccc(/C=C2/SC(=S)N(Cc3ccccc3)C2=O)cc1	-15	0.6	-2	2	-4
47	CCc1cc(=O)oc2c3c(cc(OCC(=O)NCCC(=O)O)c12)OC(C)(C)CC3	-11	-0.1	2	-1	-5
48	Cc1nc2ccccc2c(=O)[nH]1	-3	0.0	-2	-3	-14

no.	TAAR1 agonist	CHO parental Ca	M1 PAM parental	CHRM1 antagonist
37	5	-19	-5	4
38	0	-14	-1	-10
39	21	-15	22	0
40	4	-7	14	1
41	1	.	2	-6
42	3	-22	20	-1
43	1	.	10	-15
44	3	0	-8	9
45	1	-14	6	-12
46	7	-5	15	-13
47	2	-8	14	-25
48	1	9	5	-9

The list goes on.
no.	mol	TAAR1 antag	CHO-K1 Ca ag	CHRM1 agonist	CHO-K1 Ca antag	OXTR potentiate
49	COC(=O)c1c(N)[nH]c(C(=O)c2ccccc2)c1-c1ccc(Br)cc1	-7	3.3	.	-21	.
50	CN(C)/C=C(\C#N)C(=O)N/N=C/c1ccc(F)cc1	-3	1.1	-4	-3	0
51	CCC(=O)NC(=S)Nc1ccc(NC(=O)COc2ccc([N+](=O)[O-])cc2)cc1	5	2.5	-4	0	-8
52	NC(=O)c1ccccc1NS(=O)(=O)Cc1ccccc1	3	1.3	-3	10	-1

no.	TAAR1 agonist	CHO parental Ca	M1 PAM parental	CHRM1 antagonist
49	4	.	34	.
50	6	3	-4	5
51	8	3	5	1
52	4	7	-1	-15

6 compounds from above, sorted by molar mass, low to high:
no.	mol	TAAR1 antag	CHO-K1 Ca ag	CHRM1 agonist	CHO-K1 Ca antag	OXTR potentiate
48	Cc1nc2ccccc2c(=O)[nH]1	-3	0.0	-2	-3	-14
50	CN(C)/C=C(\C#N)C(=O)N/N=C/c1ccc(F)cc1	-3	1.1	-4	-3	0
45	O=C(CCC(=O)Nc1ccc(Cl)cc1)N/N=C/c1ccc2c(c1)OCO2	6	1.4	-3	-17	-9
46	O=C(O)COc1ccc(/C=C2/SC(=S)N(Cc3ccccc3)C2=O)cc1	-15	0.6	-2	2	-4
44	CC(C)(C)OC(=O)N1CCN(C(=O)c2[nH]cnc2C(=O)Nc2ccon2)CC1	15	0.0	-2	2	-5
49	COC(=O)c1c(N)[nH]c(C(=O)c2ccccc2)c1-c1ccc(Br)cc1	-7	3.3	.	-21	.

no.	TAAR1 agonist	CHO parental Ca	M1 PAM parental	CHRM1 antagonist
48	1	9	5	-9
50	6	3	-4	5
45	1	-14	6	-12
46	7	-5	15	-13
44	3	0	-8	9
49	4	.	34	.
